Compound activity deposited in PubChem BioAssay by National Center for Advancing Translational Sciences (NCATS).
CRE Fsk mod – modulators of forskolin-stimulated CRE signaling in CHO cells | CHO CRE-bla reporter (cAMP response element driving beta-lactamase), forskolin EC10, beta-lactamase ratio | Potency, µM (doses to about 38.2 µM), inactives show at the highest dose activity change, negative = inhibition, actives largely listed as activators | hit rate 2.5% among 71,000 | AID 662; active = well fitted activation curve with a large enough effect in the signal ratio, with a control signal flat, not every such curve was filed as active; inconclusive = small, poorly fitted or top-dose-only effect, or effect the other way, or a change in a side signal; the % refers to the signal ratio; also: potency is read from the fitted curve at half-maximal effect; % of control where 0% means no effect
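Using CellSensor CRE-bla CHO cells in Opti-MEM with 0.5% dialyzed FBS, compounds were titrated with EC10 NKH 477 for 3 h at 37 °C. CCF4 ratio (460/530 nm) gave %Activity; AC50 derived.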
HBB splicing – hemoglobin beta splicing modulation. HBB splicing reporter cell assay, activation; EGFP reporter with mutant IVS2-654 intron; response scale: normalised to 500 nM splice-correcting PNA. Potency, µM (top dose mostly 46.1 µM), for inactives: at the top dose activation, hits mostly activators. hit rate 0.06% among 65,000. AID 925; also: potency is read from the fitted curve at half-maximal effect; 0% is about no effect
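HeLa cells stably expressing EGFP interrupted by mutant beta-globin intron 2 (IVS2-654), 500/well in 2% FCS. Treated with compound for 2 days at 37C. Splicing correction scored as total well GFP intensity (488 nm excitation, 500-520 nm emission); 500 nM antisense PNA served as control.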
BRCT inh green – blocks human BRCA1 BRCT binding to phosphopeptide, green readout; Potency, µM (doses to about 76.9 µM), for the others: at the highest dose activity change, negative = inhibition, usual class: inhibitors; AID 875; BRCA1 BRCT-phosphopeptide binding, green fluorescence polarization; hit rate 0.05% among 75,000;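 also: potency is read from the fitted curve at half-maximal effect; plate controls were peptide without protein for full effect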
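Fluorescence polarization: His-tagged BRCT (~35 kDa BRCA1 C-terminus, 250 nM) bound to 100 nM fluorescein-labeled phosphorylated 10-aa BACH1 peptide, pH 7.3 phosphate buffer with DTT and Tween 20. Compounds incubated 12 min at room temperature; inhibition read as lowered polarization.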
DNA Pol III inh – blocks replication by bacterial DNA polymerase III holoenzyme. reconstituted DNA polymerase III holoenzyme replication, biochemical. Potency, µM (series often up to 57.1 µM), for inactives: at the top dose activity change, negative = inhibition. hit rate 0.25% among 71,000. AID 603; also: potency is read from the fitted curve at half-maximal effect; % is scaled to controls: 0 for no effect and ±100 for the full control effect
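Reconstituted *E. coli* holoenzyme (0.35 nM Pol III, 1 nM beta, 154 nM SSB, 2 nM primase) was preincubated with compound for 15 min at RT. Synthesis on 1.4 nM ssM13Gori ran 35 min, then was stopped with PicoGreen/EDTA and read as dsDNA fluorescence.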
Ub-GFP proteasome – ubiquitin-GFP accumulation via proteasome inhibition | Ubiquitin-GFP reporter cells, proteasome inhibition, GFP fluorescence; response scale: untreated = 0%, 10 µM MG-132 = 100% | Potency, µM (top dose mostly 45.9 µM), inactives show top-dose activation (GFP accumulation), hits mostly activators | 67,000 tested, under 10 active | AID 526; active = well fitted activation curve with a large enough effect, not every such curve was filed as active; inconclusive = small, poorly fitted or top-dose-only effect, or another doubt; inactive = no such curve, though single readings can be large or run the other way; also: potency is read from the fitted curve at half-maximal effect
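GFP accumulation read-out: laser plate cytometry counting ubiquitin(G76V)-GFP-expressing U2OS cells after 4 hr compound exposure at 37 °C. Titrations spanned 46 uM to 2.9 nM; 0% = basal, 100% = 10 uM MG-132; concentration-response curves fitted.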
A350 fluor – A350 region autofluorescence; Compound autofluorescence, 340/450 nm, Alexa 350 dye-equivalents; stronger effect = higher value; hit rate 11% among 59,000; max dye-equivalent concentration, M; AID 590; in the data active = max dye-equivalent concentration above about 10 nM; inconclusive = mostly about 1.1 nM to 9.6 nM
4MU fluor – compound fluoresces in the 4-MU spectral region. hit rate 11% among 59,000. AID 589. compound autofluorescence, 340/450 nm, 4-MU equivalents; stronger effect = higher value. max dye-equivalent concentration, M; in the data active = max dye-equivalent concentration above about 10 nM; inconclusive = mostly about 1.1 nM to 9.6 nM
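Intrinsic fluorescence at 340/450 nm (ex/em) was read after 15 min at room temperature in pH 8.0, 100 mM Tris. Each compound concentration expressed as 4-MU-equivalent concentration from a six-point 4-MU standard series on each plate.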
BRCT inh red – inhibitors of human BRCA1 BRCT-phosphoprotein interaction (red fluorophore) | P38398 | BRCT-phosphopeptide binding, red fluorescence polarization | Potency, µM (top dose mostly 76.9 µM), inactives show top-dose activity change, negative = inhibition, actives largely listed as inhibitors | hit rate 0.03% among 75,000; also: % is scaled to controls: 0 for no effect and ±100 for the full control effect
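Fluorescence polarization: 100 nM His-tagged BRCA1 BRCT with 100 nM TAMRA-labelled phospho-BACH1 decapeptide, phosphate buffer pH 7.3 with 150 mM NaCl, DTT, 0.01% Tween 20; 12 min RT. Binding inhibition seen as FP decrease.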
Epigenetic mod – epigenetic modulators derepressing GFP locus in mouse cells | mouse C127i GFP locus derepression, cytometry, 30 h | Potency, µM (titrated, usually from 46.1 µM), inactives show at the highest dose GFP derepression (activation) | hit rate 0.09% among 68,000 | AID 597; also: % of control where 0% means no effect
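Locus derepression in mouse mammary C127i cells whose integrated CMV-GFP reporter is normally silent; GFP expression after 30 h compound treatment was quantified by counting fluorescent cells.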
Hsp90 Hop PPI – changes Hsp90-Hop TPR2A binding signal, up or down | hit rate 0.44% among 71,000 | Potency, µM (top dose mostly 57 µM), without a hit: at the top dose activity change, negative = inhibition | AlphaScreen TPR2A-His6 binding biotin-Hsp90 C-terminal peptide; active = well fitted curve in either direction with a large enough effect; inconclusive = small, poorly fitted or top-dose-only effect, or another doubt; also: potency is read from the fitted curve at half-maximal effect; % is scaled to controls: 0 for no effect and ±100 for the full control effect; many of its hits are not listed in these tables
15-hLO inh – 15-hLO (ALOX15) enzyme inhibition. Potency, µM (doses to about 57.1 µM), for inactives: at the top dose activity change, negative = inhibition, actives largely listed as inhibitors. purified 15hLO-1, xylenol orange hydroperoxide absorbance. hit rate 1.4% among 74,000; also: potency is read from the fitted curve at half-maximal effect; % is scaled to controls: 0 for no effect and ±100 for the full control effect; nearly all actives have a fitted effect of over 55% in size
Target sequence (P16050 whole entry, looked up): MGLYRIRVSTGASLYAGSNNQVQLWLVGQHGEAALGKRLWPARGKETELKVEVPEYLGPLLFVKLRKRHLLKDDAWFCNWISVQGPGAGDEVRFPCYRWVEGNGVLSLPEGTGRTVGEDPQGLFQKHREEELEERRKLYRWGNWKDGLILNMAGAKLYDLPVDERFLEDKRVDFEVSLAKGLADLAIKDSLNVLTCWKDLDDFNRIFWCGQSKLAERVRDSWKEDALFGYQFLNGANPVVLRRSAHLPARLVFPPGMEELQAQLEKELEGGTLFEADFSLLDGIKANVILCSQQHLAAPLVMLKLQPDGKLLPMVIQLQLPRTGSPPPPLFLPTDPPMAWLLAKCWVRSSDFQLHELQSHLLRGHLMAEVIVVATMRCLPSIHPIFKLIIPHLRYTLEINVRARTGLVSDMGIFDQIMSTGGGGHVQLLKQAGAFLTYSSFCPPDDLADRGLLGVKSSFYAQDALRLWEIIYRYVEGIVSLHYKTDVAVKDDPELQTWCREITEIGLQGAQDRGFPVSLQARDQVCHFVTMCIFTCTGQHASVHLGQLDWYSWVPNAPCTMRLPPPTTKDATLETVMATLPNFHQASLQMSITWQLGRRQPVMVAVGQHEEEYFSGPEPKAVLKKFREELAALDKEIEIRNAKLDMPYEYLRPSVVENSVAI
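Inhibition is scored from a chromogenic endpoint. After 15 min enzyme-compound contact, arachidonic acid (50 uM final) reacts 6 min with 40 nM 15hLO-1 at room temperature, then Fe-XO reagent is added for 30 min and absorbance ratio recorded.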
An asterisk follows results filed as active; i = inactive; ? = inconclusive; . = no result given; & = joins results of further samples; [ ] = dose if it differs, or a comment. Unless noted, calls follow the shape of the dose curve; as a rule, active = well fitted curve in the direction sought with a large enough effect; inconclusive = small, poorly fitted or top-dose-only effect, or another doubt; inactive = no such curve, though single readings can be large; an effect the other way counts as inactive or inconclusive.

Values run as follows: BRCT inh green, BRCT inh red, CRE Fsk mod, 15-hLO inh, Epigenetic mod, Hsp90 Hop PPI, Ub-GFP proteasome, DNA Pol III inh, 4MU fluor, HBB splicing, A350 fluor
- CC1CN(CCC(=O)Nc2ccc3c(c2)CCC3)CC(C)O1 (configuration not stated)
→ 0.2%, -0.4%, 2%, ?, -2%, -3%, 2%, 1%, i, 1.2%[57.5 µM], i
- O=C1CC(N2CCN(c3ccc(F)cc3)CC2)C(=O)N1Cc1cccs1 (configuration not stated)
→ -3.3%, -0.2%, -7%, -1%, -2%, -1%, 2%, -7%, i, 1.2%, i
- O=c1oc(-c2cccs2)nc2scc(-c3cccs3)c12
→ -0.7%, -1.4%, 2%, -4%, 0%, 13%, -1%, 4%, 4.9e-08M*, -0.8%, 5.6e-08M*
- COc1ccc(OC)c(S(=O)(=O)N(C)CC(=O)Nc2ccc3c(c2)OCO3)c1
→ -0.7%, -0.7%, -10%, 4%, 0%, -5%, 1%, 10%, i, 6.6%, i
- O=C(NC1CCCCC1)C(c1ccccc1)N1CCOCC1 (configuration not stated)
→ -2.9%, -1.0%, ?, 11%, 0%, ?, -18%, -1%, i, 1.4%, i
- Nc1c(S(=O)(=O)O)cc(Nc2cccc(S(N)(=O)=O)c2)c2c1C(=O)c1ccccc1C2=O
→ -5.9%[15.4 µM], -1.8%[15.4 µM], 13%[7.6 µM], ?, -1%[9.22 µM], ?, 14%[9.17 µM], 3%[11.4 µM], i, 3.1%[9.22 µM], i
- CCOC(=O)c1cnn(CCOC(=O)C(C)(C)C)c1NC(=O)C(C)(C)C
→ -2.8%, 1.7%, -6%, 7%, -3%, -1%, -2%, 3%, i, -1.4%, i
- CCOC(=O)c1ccc(NC(=O)Nc2c(C)nn(C)c2C)cc1
→ -5.8%, -0.8%, -4%, 0%, -3%, ?, 0%, -3%, i, -1.1%, i
- N#Cc1c(NC(=O)CSc2ncnc3c2cnn3-c2ccccc2Cl)sc2c1CCCC2
→ -0.1%, 0.2%, 7%, -4%, 1%, 0%, -3%, -5%, i, ., i
- O=S(=O)(NCC1CCCO1)c1ccc2ccccc2c1 (configuration not stated)
→ -2.7%, -3.6%, 0%, 4%, -2%, -3%, -1%, 3%, ., -2.1%, .
- COc1ccc(OCCn2c(NC(=O)c3ccco3)nc3ccccc32)cc1
→ 3.6%, 1.3%, 9%, -17%, -2%, 1%, 0%, 4%, ., -1.4%[9.22 µM], .
- CCCN[C@@H](C)C(=O)Nc1ccccc1C
→ -6.3%[34.4 µM], 1.8%[34.4 µM], 6%[17.1 µM], 6%[25.6 µM], 0%[20.6 µM], -1%[26 µM], 4%[20.5 µM], -5%[25.6 µM], i, 1.2%[20.6 µM], i
- COCCNC(=S)c1ccc(OC)cc1
→ -1.7%, -0.6%, 0%, -30%, 0%, -5%, 0%, -3%, ?, -0.6%, ?
- COc1ccccc1-c1cncnc1NCc1ccccc1
→ 2.4%, 0.6%, -10%, ?, 3%[9.22 µM], -5%, 3%, -4%, i, -0.2%, i
- O=C(Nc1nc2ccccc2[nH]1)c1ccc(F)cc1
→ -2.0%, -0.7%, -5%, 4%, 0%, -1%, 21%, 4%, ?, 1.0%[1.84 µM], ?
- COc1ccc(NC(=O)N2CCCC2C(=O)Nc2ccc(C)c(Cl)c2)cc1 (configuration not stated)
→ -3.6%, -0.2%, -18%, 0%, 3%, -5%, 1%, -6%, i, -4.9%, ?
- COCCCNS(=O)(=O)c1ccc2c(c1)CCN2C(C)=O
→ -0.8%, 0.1%, -11%, -3%, 1%, -2%, 1%, -4%, i, -3.9%, i
- CCCCOc1ccccc1C1NC(=O)NC(C)=C1C(=O)OCCOCC (configuration not stated)
→ -0.1%, -0.2%, 14%, 0%, 0%, -2%, 4%, -5%, ., -2.2%, .
- Cc1ccc(-c2cc3c(nn2)-c2ccccc2C3=O)cc1
→ -2.2%, -1.1%, 8%[7.6 µM], 0%[11.4 µM], 2%, -30%[11 µM], 3%[9.17 µM], -6%[11.4 µM], ., -0.9%[0.0738 µM], .
- NS(=O)(=O)c1cc2c(cc1C(F)(F)F)NCNS2(=O)=O
→ -2.3%[3.08 µM], 2.1%, -10%[17.1 µM], 2%, -2%&2%[20.6 µM], -1%[26 µM], -1%[20.5 µM], -8%[25.6 µM], i, 1.5%[20.6 µM], i
- COc1cccc(N2CC(C(=O)OC(C)C(=O)c3ccccc3)CC2=O)c1 (configuration not stated)
→ -0.5%, -0.7%, -4%, 10%, -1%, 0%, -2%, -6%, i, 1.2%, i
- CNC(=O)c1cc2cc(OC)ccc2n1CCN(C)C
→ -2.3%, 0.4%, 5%, -29%, 2%, -6%, 2%, -2%, ., -4.2%, .
- Cc1cc(O)c(C(C)(C)C)cc1Sc1cc(C(C)(C)C)c(O)cc1C
→ -1.2%, -2.8%, ?, ?, ., -6%, ., -4%, ., -0.7%, .
- COC(=O)C1CCN(Cc2cc(=O)oc3cc(OC)ccc23)CC1
→ 0.4%, 0.8%, 12%, 4%, 0%, -1%, -9%, -6%, 1.3e-08M*, -0.2%[57.5 µM], 2e-08M*
- Cc1ccc(C(=O)Cn2c(C)cc(C)c(C#N)c2=O)cc1
→ -2.9%, 0.8%, -6%, 4%, 2%, 0%, 2%, 0%, i, -1.3%[57.5 µM], i
- COC(=O)C1C(c2ccccc2)C(C(=O)N2CCOCC2)C1c1ccccc1 (configuration not stated)
→ 0.0%, -0.4%, -11%, 3%, -1%, -2%, 4%, -6%, i, ., i
- CCOC(=O)c1cc(NC(=O)N2CCOCC2)c(C)nc1C
→ -1.4%, -0.3%, 1%, -3%, 3%, ?, 3%, -14%, i, 8.0%, i
- CC(C)(C)NC(=O)c1ccc(COCC(F)(F)F)o1
→ 0.2%, 1.4%, -7%, 7%, -3%, -2%, -6%, -5%, i, -0.6%, i
- CCOc1ccc(CCNC(=O)CCN2C(=O)COc3ccccc32)cc1OCC
→ -1.8%, 0.2%, ?, -18%, 6%, -4%, 0%, -2%, ?, -2.4%[57.5 µM], ?
- O=C(Nc1nncs1)Oc1ccccc1
→ 0.9%, 0.9%, -1%, 3%, -3%, 0%, 4%, -1%, i, -0.9%, i
- Cc1ccc(Cn2nnc3c(=O)n(Cc4cc(C)ccc4C)cnc32)cc1
→ -0.1%, -0.8%, ?, -10%, -1%, 5%, 3%, -2%, i, -0.4%, i
- CC1(C)CC(C2N3CC4(C)CN2CC(C)(C3)C4=O)CCO1 (configuration not stated)
→ -2.7%, 2.0%, 1%, 3%, -1%, -2%, 0%, 2%, i, -0.3%, i
- Fc1ccc(C(c2nnnn2Cc2cccs2)N2CCN(C3CCCCC3)CC2)cc1 (configuration not stated)
→ 0.3%, -2.4%, -24%, 4%, 0%, 1%, 2%, 7%, i, 0.1%[57.5 µM], i
- O=C1c2ccccc2C(Nc2ccc(F)c(Cl)c2)N1c1ccccn1 (configuration not stated)
→ 2.1%, -1.8%, 5%, -13%, ., -3%[2.3 µM], -6%, -1%, ., -0.2%, .
- ClCCCl
→ -2.7%, 1.6%, -12%, -1%, ., 0%, ., -6%, ., 0.0%, .
- Nc1cc(S(N)(=O)=O)ccc1SSc1ccc(S(N)(=O)=O)cc1N
→ -3.3%[15.4 µM], -0.9%[15.4 µM], 24%[7.6 µM], -10%[11.4 µM], 7%[9.22 µM], -5%[11 µM], 1%[9.17 µM], -10%[11.4 µM], i, 0.9%[9.22 µM], i
- Cc1cc2cc(CNC(=O)c3ccc4c(c3)OCO4)ccc2[nH]1
→ -1.6%, 0.7%, -11%, -26%, 0%, -5%, -6%, 0%, i, -0.7%, i
- Cc1ccc(-n2c(CSc3nc(C)cc(C)n3)nnc2SCC(=O)N2CCCC2)cc1
→ -0.4%, -0.1%, ?, 0%, 1%, -1%, -4%, -4%, i, ., i
- CC(C)NC(=O)c1ccc2c(c1)nnn2C
→ -2.2%, -0.5%, 1%, 7%, 5%, 0%, 3%, 0%, i, ., i
- COc1ccccc1N1CCN(C(=O)c2cn(-c3ccccc3)nc2-c2cccnc2)CC1
→ -0.2%, -1.2%, -9%, 3%, -1%, -6%, 0%, -6%, i, -0.8%, i
- CCOC(=O)Cn1c(=O)oc2cc(S(=O)(=O)NCc3cccs3)ccc21
→ -0.9%, -0.2%, -4%, 6%, ., 3%, -4%, -3%, ., 1.2%, .
